Bioassay records (PubChem BioAssay)
NF-kB neuron act: NF-kB expression increase, human neuronal cells | AID 1239 | fold change at 12.5 µM | 190,000 tested, 1.6% active | NF-kB reporter expression; active compounds read high; in the data active means fold change above about 3.3
FLuc inhib CS: counter-screen for luciferase assay inhibitors: firefly luciferase inhibition | inhibition, % at 10 µM | P08659 | 200,000 tested, 1.5% active | ATPLite firefly luciferase biochemical luminescence, 10 min;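 active means inhibition above about 50% when tested at 10 µM, limit read from the data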
Target sequence (P08659 whole entry, looked up): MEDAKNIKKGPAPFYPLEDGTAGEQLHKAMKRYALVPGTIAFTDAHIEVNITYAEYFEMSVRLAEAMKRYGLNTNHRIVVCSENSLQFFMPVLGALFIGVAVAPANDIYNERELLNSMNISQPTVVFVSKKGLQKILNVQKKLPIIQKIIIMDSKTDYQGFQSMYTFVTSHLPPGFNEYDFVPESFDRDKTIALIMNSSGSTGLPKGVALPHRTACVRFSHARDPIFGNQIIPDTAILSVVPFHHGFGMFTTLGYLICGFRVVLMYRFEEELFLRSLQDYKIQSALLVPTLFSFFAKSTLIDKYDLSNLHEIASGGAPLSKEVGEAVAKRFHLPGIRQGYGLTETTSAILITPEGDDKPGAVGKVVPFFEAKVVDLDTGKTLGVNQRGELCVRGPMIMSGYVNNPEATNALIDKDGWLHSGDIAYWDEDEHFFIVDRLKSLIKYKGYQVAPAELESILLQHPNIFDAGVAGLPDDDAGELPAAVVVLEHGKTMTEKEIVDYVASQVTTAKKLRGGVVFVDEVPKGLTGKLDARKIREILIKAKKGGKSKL
TNAP inh hi DEA: blocks human TNAP under high phosphate acceptor concentration; P05186; purified TNAP, CDP-star luminescence, 1 M DEA; inhibition, % at 20 µM; 200,000 tested, 0.03% active; AID 1135;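 active means over 50% inhibition of tissue-nonspecific alkaline phosphatase at 20 µM in the single-dose screen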;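 further: plate controls were DMSO wells for no effect and EDTA-quenched wells as full inhibition for full effect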
PMI act: increases human mannose-6-phosphate isomerase activity; P34949; purified human PMI, coupled resazurin fluorescence, 20 min; active compounds read high; 1 = vehicle control, 0 substrate-free wells; activation factor at 20 µM; 190,000 tested, 0.005% active;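 active means activation factor of 2 or more at 20 µM, relative to plate controls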
Target sequence (P34949 whole entry, looked up): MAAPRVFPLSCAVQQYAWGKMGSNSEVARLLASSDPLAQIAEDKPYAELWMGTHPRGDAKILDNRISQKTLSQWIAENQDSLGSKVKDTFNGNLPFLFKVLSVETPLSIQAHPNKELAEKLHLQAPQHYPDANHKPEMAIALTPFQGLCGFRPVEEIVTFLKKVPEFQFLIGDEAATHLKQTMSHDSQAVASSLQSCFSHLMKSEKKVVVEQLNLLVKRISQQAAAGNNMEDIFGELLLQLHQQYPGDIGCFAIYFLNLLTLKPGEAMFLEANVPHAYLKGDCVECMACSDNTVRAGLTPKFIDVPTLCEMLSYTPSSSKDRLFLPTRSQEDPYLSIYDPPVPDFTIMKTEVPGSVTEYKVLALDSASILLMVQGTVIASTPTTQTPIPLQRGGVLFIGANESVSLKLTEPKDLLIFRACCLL
bIAP activator: intestinal alkaline phosphatase (bovine) activation; purified bovine IAP, CDP-star luminescence, 30 min; active compounds read high; fold of DMSO-control signal, blank-subtracted; activation factor at 20 µM; 200,000 tested, 0.17% active;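 active means activation factor of 2 or more at 20 µM, a signal rise over negative controls twice the positive control's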
APP 5'UTR act: APP 5'UTR luciferase reporter activation. SH-SY5Y APP 5'UTR luciferase reporter, luminescence; zero percent = DMSO vehicle wells. activation, % at 2 µM. 190,000 tested, 1% active. AID 1276;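 active means activation above a set limit, based on mean plus 3 SD of controls, cut at about 140% in these data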; further: values of inactives mirror those of a sister screen read the other way
PMI act hi M6P: activators of human phosphomannose isomerase at near-saturating mannose 6-phosphate | coupled PMI enzyme assay, resazurin fluorescence, 20 min; active compounds read high; 1 = untreated enzyme, 0 = substrate-free blank | activation factor at 20 µM | 190,000 tested, 0.34% active | AID 1216;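 active means activation factor of 2 or more at 20 µM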
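Material: human phosphomannose isomerase with PGI, G6PDH, diaphorase coupling enzymes / Reagent: Man-6-P substrate 1.0 mM / Dosing: single compound dose of 20 µM, 1% DMSO final / Incubation: enzyme reaction with compound 20 min at room temperature / Signal: resorufin fluorescence (Ex 544/Em 590 nm) from resazurin via diaphorase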
TNAP inh no acc: TNAP (human) inhibition, acceptor-free conditions. purified TNAP, CDP-star luminescence, 30 min. inhibition, % at 20 µM. 200,000 tested, 0.26% active;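 active means tissue-nonspecific alkaline phosphatase inhibition above about 50% at 20 µM in the single-dose screen, limit read from the data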;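 further: 0% = DMSO negative control and 100% = EDTA positive control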
FLuc stim CS: firefly luciferase counter-screen for stimulation assays. ATPlite luciferase biochemical, luminescence, 10 min; 0 = ATP-free wells, 1 = DMSO control. activation factor at 10 µM. 200,000 tested, under 10 active;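 active means luciferase activation factor, scaled between plate controls, of at least 2 with compound at 10 µM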
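Assay system: Luciferase/luciferin detection reagent, cell-free biochemical luciferase assay / Read-out: luciferase activation / Benchmarks: No-ATP low control, compound-free enzyme-plus-ATP high control / Medium: PBS buffer for ATP / Detection: luminescence measurement of luciferase light output / Schedule: 10 min at ambient temperature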
TNAP act hiacc: TNAP (human) activation, high acceptor. AID 1136. 200,000 tested, under 10 active. P05186. activation factor at 20 µM. purified TNAP, CDP-star luminescence, 1 M DEA, 30 min; active compounds read high; 0 = EDTA background, 1 = DMSO-only activity;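 active means activation factor at least 2 at 20 µM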
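Dosing: 20 µM single point. System: human TNAP. Amount: TNAP 1/800 final. Incubation: 30 min, room temperature. Read-out: TNAP activation factor scaled between EDTA and DMSO control wells. Signal: luminescence from CDP-star hydrolysis. Medium: 1 M DEA, pH 9.8, Mg2+, Zn2+. Control set: EDTA negative control, DMSO positive control.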
* marks the source's active call; other numbers are inactive results; nt = no result given.

SMILES | NF-kB neuron act | FLuc inhib CS | TNAP inh hi DEA | PMI act | bIAP activator | APP 5'UTR act | PMI act hi M6P | TNAP inh no acc | FLuc stim CS | TNAP act hiacc
COC(=O)c1ccc(SCc2cnc(Cl)s2)cc1 | 1.8 | -2 | -3 | 1 | 0.9 | 7 | 1 | -14 | 1 | 1
CC1Cc2ccccc2N1C(=O)Cn1c(=O)oc2cc(S(=O)(=O)N3CCCCC3)ccc21 (stereo not drawn) | 0.64 | -4 | -6 | 0.8 | 1.1 | -3 | 0.9 | -10 | 1 | 1.1
C(#Cc1ccc(C#CCN2CCOCC2)cc1)CN1CCOCC1 | 0.96 | -5 | -7 | 1.1 | 1.1 | 20 | 1.1 | -10 | 1 | 1.1
CCOC(=O)c1[nH]c(C)c(C(=O)N2CCN(c3cccc(Cl)c3)CC2)c1C | 1 | -4 | -3 | 0.9 | 1.1 | 7 | 0.9 | -3 | 1 | 1
O=C1CCC/C1=C/Nc1ccc2c(c1)OCO2 | 0.9 | 5 | -2 | 0.7 | 0.8 | 13 | 0.8 | -5 | 1 | 1
Cc1ccc(-n2c(C)c3c(C)nnc(C)c3c2C)cc1 | nt | 0 | -4 | 1 | 1 | nt | 0.9 | -10 | 1 | 1
CCc1cc2c(nc1CC)CCN(CC/C(C)=N/O[C@@H](C)c1cc(-c3c(C)cc(C)cc3C)no1)C2 | 0.64 | -4 | -8 | 1.1 | 0.9 | -3 | 1.2 | -7 | 1 | 1.1
CC(C)CCNC(=O)CN(C(=O)CCC(=O)Nc1ccccn1)c1ccc(F)c(Cl)c1 | 1.1 | -1 | -5 | 1.1 | 1.1 | -15 | 1 | -3 | 1 | 1
CC1CCCCN1C(=O)C12CCC(C)(/C(=N/O)C1)C2(C)C (stereo not drawn) | 1.3 | -3 | -2 | 1 | 0.9 | -4 | 1 | -11 | 1 | 1
Cc1ccc(NC(=O)N2CCC(c3nc4c(nnn4Cc4c(F)cccc4Cl)c(=O)[nH]3)CC2)cc1 | 0.79 | -8 | -7 | 0.9 | 1 | 6 | 0.9 | -7 | 1.1 | 1.1
Cc1ccc2nc(C3CCN(C(=O)NCc4ccccc4)CC3)[nH]c2c1 | 1.1 | 12 | -8 | 1 | 1 | 20 | 1 | -16 | 0.9 | 1.1
Cc1ccc2cc(CN(CCN(C)C)C(=S)Nc3ccccc3)c(=O)[nH]c2c1C | 0.83 | -8 | -6 | 1 | 1 | 0 | 1 | -10 | 1.1 | 1.1
CC(=O)Nc1ccc(N2C(=O)c3cccc(NC(C)=O)c3C2=O)cc1 | 1.3 | -1 | -2 | 1.1 | 1.1 | -19 | 1.1 | -11 | 1 | 1
Cc1cccc2c1[nH]c1nc(N/N=C\c3ccco3)nnc12 | 1.1 | 2 | -2 | 1 | 0.8 | 12 | 1.1 | -14 | 1 | 1
Cc1cc(C)nc(Nc2n[nH]c(-c3ccc(C(C)(C)C)cc3)n2)n1 | 1.3 | 20 | -5 | 1.1 | 1.3 | 56 | 1.2 | -60 | 0.8 | 1
Cc1sc2nc(SCC(N)=O)n(-c3ccccc3)c(=O)c2c1C | 0.96 | -6 | -2 | 1 | 1.1 | 7 | 1 | -11 | 1.1 | 1
O=C(c1cccc(OC2CCN(C3CCCC3)CC2)c1)N1CCCCCCC1 | 1.2 | -2 | -6 | 0.9 | 1 | -15 | 0.9 | -14 | 1 | 1.1
COc1ccccc1C(CC(=O)N1CCCC1)c1ccc2c(c1)OCO2 (stereo not drawn) | 0.95 | -1 | 0 | 0.9 | 1 | 27 | 0.9 | -6 | 1 | 1
Nc1cc(=O)[nH]c(SCC(=O)Nc2ncc(C(F)(F)F)cc2Cl)n1 | 1 | -4 | 0 | 1.1 | 1 | -16 | 0.9 | -1 | 1 | 1
CCC(=O)Nc1ccc(-c2cc(-c3ccccc3)nc(-c3ccc(NC(=O)CC)cc3)n2)cc1 | 1.3 | -3 | -2 | 1 | 1.2 | -7 | 1.1 | -13 | 1 | 1
CC(=O)Nc1c(C(=O)N2CCOCC2)cnn1-c1ccc(C)c(C)c1 | 1.1 | 2 | -3 | 0.9 | 1 | -8 | 1 | -8 | 1 | 1
CCN1C(=O)c2cccc3c(S(=O)(=O)NC(Cc4c[nH]c5ccccc45)C(=O)O)ccc1c23 (stereo not drawn) | 0.82 | -5 | -3 | 0.7 | 0.9 | -3 | 0.8 | -10 | 1 | 1
NC(=O)c1c(NC(=O)c2cc3ccccc3o2)sc2c1CCC2 | 1.2 | 66* | 1 | 1.1 | 0.9 | 98 | 1 | -7 | 0.3 | 1
CC(C)CN1CCN(Cc2ccc3ncccc3c2)CC1CCO (stereo not drawn) | 0.88 | -6 | -4 | 0.9 | 1 | 1 | 0.9 | -1 | 1.1 | 1
N#CCCN(C(=O)COC(=O)c1ccc(S(=O)(=O)Nc2ccccc2)cc1)c1ccccc1 | 1 | -6 | -6 | 1 | 0.9 | 13 | 1 | -7 | 1.1 | 1.1
O=C(COC(=O)[C@H](Cc1ccccc1)N1C(=O)c2ccccc2C1=O)Nc1ccc2c(c1)OCO2 | 0.85 | -4 | -3 | 0.9 | 0.9 | 0 | 0.9 | 0 | 1 | 1
Cc1cccc(Oc2cc(N)cc([N+](=O)[O-])c2)c1 | 1.5 | -8 | -2 | 0.8 | 0.6 | -5 | 0.7 | -6 | 1.1 | 1
CCOc1ccc(CN(C)CC(=O)Nc2cccc(S(=O)(=O)N(C)c3ccccc3)c2)cc1 | 1.1 | -4 | -4 | 1 | 0.9 | 11 | 0.9 | -10 | 1 | 1
Cc1ccc(S(=O)(=O)N2CCOCC2)cc1C(=O)OCC(=O)Nc1ccc2c(c1)OCO2 | 1.3 | -3 | 1 | 0.8 | 1 | 1 | 0.9 | -3 | 1 | 1
Cc1ccc(NC(=O)CN2C(=O)S/C(=C\c3cccn3-c3cccc(C(=O)O)c3)C2=O)c(C)c1 | 1.1 | -6 | -1 | 1.2 | 1 | 3 | 1.1 | 8 | 1.1 | 1
O=C(Nn1cnc2ccccc2c1=O)c1ccc([N+](=O)[O-])cc1Cl | 1.1 | -2 | -4 | 1.1 | 1 | -9 | 1.1 | -17 | 1 | 1
CC(C)C12CN3CC(C(C)C)(CN(C1)C3c1ccc3c(c1)OCO3)C2=O (stereo not drawn) | 1.1 | -3 | 1 | 0.8 | 1 | 2 | 0.9 | -4 | 1 | 1
O=C(C1CCN(S(=O)(=O)N2CCOCC2)CC1)N1CCN(Cc2ccccc2)CC1 | 0.98 | -11 | -5 | 1.1 | 1 | 7 | 1.1 | 10 | 1.1 | 1
CN(c1ccc(C(=O)Nc2ccccc2C(=O)N2CCOCC2)cc1)S(C)(=O)=O | 1.5 | -2 | -4 | 1.1 | 1 | -12 | 1.1 | -15 | 1 | 1
O=C(Nc1nnc(Cc2ccccc2)s1)c1ccco1 | 1.6 | 14 | -5 | 1 | 0.9 | 15 | 1 | -11 | 0.9 | 1.1
CC(=O)NC(Cc1ccccc1C)C(=O)NC1CCN(C(=O)c2cccc(C)c2)CC1 (stereo not drawn) | 0.95 | -1 | -2 | 0.8 | 1.1 | 11 | 0.9 | -7 | 1 | 1
COc1cc(/C=N\NC(=O)c2c(C)nc3cc(C)ccn23)ccc1O | 1.3 | 2 | -2 | 1 | 1.2 | -6 | 1 | -9 | 1 | 1
CC1=C(C(=O)N2CCOCC2)C(c2ccc(Cl)cc2)NC(=S)N1 (stereo not drawn) | 1 | -5 | -2 | 0.9 | 1 | 11 | 1 | -9 | 1.1 | 1
COc1ccc(CCNC(=O)C2Cc3ccccc3C(=O)O2)cc1 (stereo not drawn) | 1.2 | 8 | 7 | 1.1 | 1 | 13 | 1.1 | 5 | 0.9 | 0.9
Cc1c(NC(=O)OCCSc2nc(N(C)C)nc(N(C)C)n2)sc(=S)n1C | 1 | -7 | -2 | 0.9 | 0.9 | -11 | 0.9 | -2 | 1.1 | 1

Shown with each value named: 4 of the compounds above.
O=C(C1CCN(S(=O)(=O)N2CCOCC2)CC1)N1CCN(Cc2ccccc2)CC1
  NF-kB neuron act = 0.98	FLuc inhib CS = -11	TNAP inh hi DEA = -5	PMI act = 1.1	bIAP activator = 1	APP 5'UTR act = 7	PMI act hi M6P = 1.1	TNAP inh no acc = 10	FLuc stim CS = 1.1	TNAP act hiacc = 1
CN(c1ccc(C(=O)Nc2ccccc2C(=O)N2CCOCC2)cc1)S(C)(=O)=O
  NF-kB neuron act = 1.5	FLuc inhib CS = -2	TNAP inh hi DEA = -4	PMI act = 1.1	bIAP activator = 1	APP 5'UTR act = -12	PMI act hi M6P = 1.1	TNAP inh no acc = -15	FLuc stim CS = 1	TNAP act hiacc = 1
O=C(Nc1nnc(Cc2ccccc2)s1)c1ccco1
  NF-kB neuron act = 1.6	FLuc inhib CS = 14	TNAP inh hi DEA = -5	PMI act = 1	bIAP activator = 0.9	APP 5'UTR act = 15	PMI act hi M6P = 1	TNAP inh no acc = -11	FLuc stim CS = 0.9	TNAP act hiacc = 1.1
CC(=O)NC(Cc1ccccc1C)C(=O)NC1CCN(C(=O)c2cccc(C)c2)CC1 (stereo not drawn)
  NF-kB neuron act = 0.95	FLuc inhib CS = -1	TNAP inh hi DEA = -2	PMI act = 0.8	bIAP activator = 1.1	APP 5'UTR act = 11	PMI act hi M6P = 0.9	TNAP inh no acc = -7	FLuc stim CS = 1	TNAP act hiacc = 1

Following part:
SMILES | NF-kB neuron act | FLuc inhib CS | TNAP inh hi DEA | PMI act | bIAP activator | APP 5'UTR act | PMI act hi M6P | TNAP inh no acc | FLuc stim CS | TNAP act hiacc
Cc1[nH]n(-c2nc(-c3ccccc3)cc(=O)[nH]2)c(=O)c1CCO | 0.97 | -4 | -5 | 1 | 0.6 | 12 | 0.8 | -110 | 1 | 1.1
CC(=O)c1cc(C#N)c(SCc2ccc([N+](=O)[O-])cc2)nc1C | 1.4 | -5 | 1 | 1 | 1 | 18 | 1 | -1 | 1 | 1
COc1cc(C2C(C#N)=C(N)N(Nc3ccccc3)C3=C2C(=O)CC(C)(C)C3)ccc1OCc1cccc(F)c1 (stereo not drawn) | 0.65 | -3 | 0 | 0.9 | 0.9 | 5 | 0.7 | 1 | 1 | 1
O=C(CNCC1CCCCC1)Nc1ccccc1N1CCCCC1 | 0.89 | -8 | -4 | 0.9 | 0.9 | -12 | 1 | -12 | 1.1 | 1
Cc1ccc(OC(=O)c2oc3ccc(F)cc3c2C)c(C)c1 | 2.8 | 5 | 0 | 0.9 | 0.9 | 1 | 0.9 | -3 | 0.9 | 1
CCCC(=O)Nc1ccc(-c2nc3cc(C)c(C)cc3o2)c(O)c1 | 1.4 | -4 | -2 | 1 | 1.3 | 18 | 1.1 | -12 | 1 | 1
CCCn1c(=O)c2ccccc2n2c(SCc3nnc(-c4ccccc4Br)o3)nnc12 | 1 | -7 | -10 | 1.1 | 1 | -4 | 1 | -11 | 1.1 | 1.1
CCNC(=O)c1c(C)nc2ccccn12 | 1 | 1 | -3 | 1.1 | 1 | 9 | 1 | -8 | 1 | 1
N/C(=N\OC(=O)CCCOc1ccccc1)c1cccc([N+](=O)[O-])c1 | 1.3 | -1 | -4 | 0.9 | 1 | 11 | 0.9 | -11 | 1 | 1
